Assay outcomes deposited in PubChem BioAssay by Southern Research Specialized Biocontainment Screening Center.
Salmonella PhoP GFP: Inhibition of PhoP regulon, Salmonella typhi GFP reporter cells, confirmation, 4 h (AID 1850); Salmonella Typhi PhoP-promoter GFP reporter, fluorescence, 4 h; higher % means a stronger effect; one-dose inhibition, % at 50 µM; IC50 in µM for titrated hits; 310,000 compounds, 0.33% hits; in the data active = a potency from the dose series; inconclusive = inhibition mostly from about 25% at the one dose, without a potency; inactive = the rest, 99 in 100 with inhibition below about 19%;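 note: 0% = induced wells with vehicle and 100% = uninduced wells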
H37Rv inhibition: M. tuberculosis growth inhibition, HTS (AID 449762); M. tuberculosis H37Rv growth inhibition, 7H9 media; higher % means a stronger effect; one-dose inhibition, % at 25 µM; IC50 in µM for titrated hits; 330,000 compounds, 0.59% hits; in the data active = a potency from the dose series; inconclusive = inhibition above about 70% without an active follow-up result;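 note: bacterial growth assessed after seven days of incubation; strong numbers were not always called active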
VEEV TC-83 Vero: inhibitors of VEEV TC-83 cytopathic effect, confirmation, Vero cells (AID 588727). 350,000 compounds, 0.13% hits. one-dose inhibition, % at 20 µM; IC50 in µM for titrated hits. Vero cells, VEEV TC-83 cytopathic effect inhibition; higher % means a stronger effect; in the data active = a potency from the dose series; inconclusive = inhibition mostly from about 14% at the one dose, without a potency; inactive = the rest, 99 in 100 with inhibition below about 12%; note: strong numbers were not always called active
M. tuberculosis: growth inhibition of non-replicating M. tuberculosis (AID 488890); inhibition, % at 25 µM, or IC50 in µM where a hit was titrated; 320,000 compounds, 0.39% hits; Mycobacterium tuberculosis non-replicating, growth inhibition; higher % means a stronger effect; in the data active = a potency from the dose series; inconclusive = inhibition mostly from about 82% at the one dose, without a potency; inactive = the rest, 99 in 100 with inhibition below about 76%;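 note: plate controls were DMSO cells for no effect and high antibiotic wells for full effect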
H1N1 NS1A inhibition: H1N1 influenza NS1A inhibitors, functional cell based assay (AID 504329). inhibition, % at 12.5 µM, or IC50 in µM where a hit was titrated. 340,000 compounds, 0.3% hits. NS1A functional cell-based assay, percent inhibition; higher % means a stronger effect; in the data active = a potency from the dose series; inconclusive = inhibition above about 27% without an active follow-up result; note: strong numbers were not always called active
VEEV TC-83 Vero 10K pilot screen: further read-out of VEEV TC-83 Vero, marked with its call; inhibition, %; measured here: 10K pilot screen inhibition
Numbers without * were called inactive; i = inactive; ? = inconclusive; . = no result given.

SMILES | Salmonella PhoP GFP | H37Rv inhibition | VEEV TC-83 Vero | M. tuberculosis | H1N1 NS1A inhibition | others
O=C(Nc1cccc2ccccc12)NC1CCCCC1O (stereo not drawn) | 8% | 0% | 0.8% | -3% | 6%
CCCN(Cc1cc2cccc(C)c2[nH]c1=O)S(C)(=O)=O | -1% | -11% | i | 12% | 5%
CC1CCC(C(C)C)C(OC(=O)Cn2c(-c3ccc(F)cc3)[n+](C)c3ccccc32)C1 (stereo not drawn) | 9% | 9.1µM* | i | ? | 20%
CC(C(=O)c1ccccc1)n1c(N2CCOCC2)nc2c1c(=O)n(C)c(=O)n2C (stereo not drawn) | 15% | -3% | 0.1% | -11% | -5%
CCOC(=O)CSc1nnc([C@H](Cc2ccccc2)NC(=O)OC(C)(C)C)o1 | -10% | ? | i | ? | -1%
COc1ccc(OC)c(S(=O)(=O)N2CCC(C(=O)Nc3cccc(C)c3)CC2)c1 | 17% | 2% | 3.5% | 7% | -3%
C/C(=N\OC(=O)c1ccccc1)c1c(C)nc2cc(C)ccn12 | -5% | -5% | 1.2% | -1% | -1%
Cc1c2cnn(-c3ccccc3)c(=O)c2c(C)n1CCCC(=O)N1CCN(C)CC1 | -2% | 0% | 1.2% | -25% | 3%
Cc1ccc(S(=O)(=O)N2CCCC2)cc1C(=O)NCCN1CCOCC1 | 4% | 0% | i | 26% | -7%
CN(C)c1ccc(/C=C/C(=O)c2ccc3c(c2)OCO3)cc1 | . | 0% | 5.1% | 53% | -39%
CCC(CC)=NNc1ccc([N+](=O)[O-])cc1[N+](=O)[O-] | -2% | 4% | i | -10% | 4%
Cc1cc(C)n2nc(SCCOc3ccccc3)nc2n1 | -5% | 2% | 1.2% | -1% | 5%
CCn1nc(C)c(CN2CCCC(CO)(Cc3cccc(Cl)c3)C2)c1C (stereo not drawn) | -14% | -1% | 0.2% | -4% | 10%
COCCNC(=O)CCCn1c(=O)c2ccccc2n(Cc2cccc([N+](=O)[O-])c2)c1=O | 2% | -12% | i | -2% | -11%
CC(C)Cc1nc(Nc2ccccc2C#N)c2nnn(Cc3ccccc3)c2n1 | -1% | 18% | 4.8% | 49% | -4%
CC(C)(C)NC(=O)NC(=O)COC(=O)c1cc(=O)[nH]c2ccccc12 | 3% | 2% | 1.8% | -3% | 2%
CN1CCN(S(=O)(=O)c2ccc3c4c(cccc24)C(=O)N3)CC1 | -13% | -6% | 4.2% | -17% | 0%
CC(=O)N1CCN(C(=O)COC(=O)COc2ccc(C#N)cc2)CC1 | -3% | -2% | 0.2% | -21% | -7%
c1ccc2c(c1)NC(CN1CCOCC1)CO2 (stereo not drawn) | 0% | -3% | i | -11% | 4%
Cc1ccc(SCCCCN2CCOCC2)cc1 | 2% | 5% | i | 45% | 22%

Entries above that contain an aryl thioether with sulfur outside any ring:
SMILES | Salmonella PhoP GFP | H37Rv inhibition | VEEV TC-83 Vero | M. tuberculosis | H1N1 NS1A inhibition | others
CCOC(=O)CSc1nnc([C@H](Cc2ccccc2)NC(=O)OC(C)(C)C)o1 | -10% | ? | i | ? | -1%
Cc1cc(C)n2nc(SCCOc3ccccc3)nc2n1 | -5% | 2% | 1.2% | -1% | 5%
Cc1ccc(SCCCCN2CCOCC2)cc1 | 2% | 5% | i | 45% | 22%

The listing picks up; the three compounds before the break are reprinted first.
SMILES | Salmonella PhoP GFP | H37Rv inhibition | VEEV TC-83 Vero | M. tuberculosis | H1N1 NS1A inhibition | others
CC(=O)N1CCN(C(=O)COC(=O)COc2ccc(C#N)cc2)CC1 | -3% | -2% | 0.2% | -21% | -7%
c1ccc2c(c1)NC(CN1CCOCC1)CO2 (stereo not drawn) | 0% | -3% | i | -11% | 4%
Cc1ccc(SCCCCN2CCOCC2)cc1 | 2% | 5% | i | 45% | 22%
CCN(CC)C(=S)NC(=O)c1cc(OC)c(OC)c(OC)c1 | 6% | 0% | 1.7% | 14% | -2%
Cc1cc(C(=O)Nc2nccs2)c2cc(F)ccc2n1 | 7% | -4% | i | 14% | 5%
COc1ccc(CNC(=O)[C@@H](NC(=O)C2CCN(C(=O)[C@@H]3CCCN3C(=O)OC(C)(C)C)CC2)C(C)C)cc1 | -10% | -5% | i | 20% | -3%
CC1=NN(C(N)=S)C(=O)C1N=Nc1ccc([N+](=O)[O-])cc1 (stereo not drawn) | 0% | 4% | 2.9% | 3% | -7%
CN(Cc1ccccc1)S(=O)(=O)c1cc2c3c(c1)CCN3C(=O)CC2 | 5% | 0% | 9.4% | -11% | -3%
O=C(C(Cl)Cl)N1CC2CCC(CC2)C1 | . | . | i | . | 1%
CCOC(=O)C1NC(=O)CC1c1ccccc1 (stereo not drawn) | -3% | -2% | 4.1% | -5% | -6%
COc1ccc(CN2CCN(C3CCOCC3)CC2CCO)c(C)c1C (stereo not drawn) | -7% | 3% | 0.5% | 2% | 1%
CN1CCN(CCCNC(=O)c2ccc(/C=C3\Sc4ccccc4N(Cc4ccc(F)cc4)C3=O)cc2)CC1 | . | . | 7.3% | . | 9%
CCCCOC(=O)CCn1c(=S)oc2ccccc21 | 8% | 24% | 0.7% | 55% | -30%

Quoted at random: 2 records from the list.
SMILES | Salmonella PhoP GFP | H37Rv inhibition | VEEV TC-83 Vero | M. tuberculosis | H1N1 NS1A inhibition | others
COc1ccc(CNC(=O)[C@@H](NC(=O)C2CCN(C(=O)[C@@H]3CCCN3C(=O)OC(C)(C)C)CC2)C(C)C)cc1 | -10% | -5% | i | 20% | -3%
Cc1cc(C(=O)Nc2nccs2)c2cc(F)ccc2n1 | 7% | -4% | i | 14% | 5%

(listing goes on)
SMILES | Salmonella PhoP GFP | H37Rv inhibition | VEEV TC-83 Vero | M. tuberculosis | H1N1 NS1A inhibition | others
O=C(Nc1nc(-c2ccc(S(=O)(=O)N3CCCCCC3)cc2)cs1)c1cccs1 | -7% | -5% | 8.9% | 15% | -16%
O=C(CN1CCN(c2ccccn2)CC1)NC1CCCCC1 | 0% | -2% | 0.6% | -15% | -2%
Cc1ccc(CSCC(=O)N(C)CC(=O)Nc2ccc(C)cc2)cc1 | -2% | 10% | 1.9% | 60% | -3%
O=C1[C@H]2[C@@H](c3ccc(Cl)cc3)N3C(=O)N(c4cccc(Cl)c4)C(=O)[C@@]3(Cc3ccc(Cl)cc3)[C@H]2C(=O)N1C1CCCCC1 | -11% | -11% | i | 22% | -3%
O=C(Nc1ccccc1)NN1CC(=O)N(c2ccc(Cl)cc2)CC1=O | 0% | 1% | 2.2% | 1% | 1%
CCn1c(C)[n+](CCCS(=O)(=O)[O-])c2cc(Cl)c(Cl)cc21 | 1% | -15% | 2.8% | 10% | 6%
C=CCn1c(CSc2nnc(-c3ccccc3)n2C)n[nH]c1=S | 14% | 0% | i | 4% | -23%
CC1(C(=O)O)Sc2[nH]c(=O)sc2C2c3ccccc3OC(=O)C21 (stereo not drawn) | 6% | 1% | 2.0% | -5% | -9%
CC1Cc2ccccc2N1c1ncnc2c1nnn2Cc1ccccc1 (stereo not drawn) | 2% | 5% | i | 17% | 0%
O=C(COc1ccccc1Cl)NCCCN1CCOCC1 | 4% | -1% | 1.4% | 2% | 7%

3 compounds from above, ordered by molecular weight, high to low:
SMILES | Salmonella PhoP GFP | H37Rv inhibition | VEEV TC-83 Vero | M. tuberculosis | H1N1 NS1A inhibition | others
O=C1[C@H]2[C@@H](c3ccc(Cl)cc3)N3C(=O)N(c4cccc(Cl)c4)C(=O)[C@@]3(Cc3ccc(Cl)cc3)[C@H]2C(=O)N1C1CCCCC1 | -11% | -11% | i | 22% | -3%
CC1(C(=O)O)Sc2[nH]c(=O)sc2C2c3ccccc3OC(=O)C21 (stereo not drawn) | 6% | 1% | 2.0% | -5% | -9%
C=CCn1c(CSc2nnc(-c3ccccc3)n2C)n[nH]c1=S | 14% | 0% | i | 4% | -23%

New compounds follow
SMILES | Salmonella PhoP GFP | H37Rv inhibition | VEEV TC-83 Vero | M. tuberculosis | H1N1 NS1A inhibition | others
O=C(Nc1cccc(C(=O)O)c1)Nc1ccc2c(c1)OCO2 | -14% | -3% | i | -1% | 6%
Cc1occc1C(=O)NC1CCCCCC1 | 12% | -4% | 0.7% | 3% | 4%
CCOC(=O)c1cccc(NC(=O)CCc2nnc3ccc(N4CCN(C)CC4)nn23)c1 | 5% | 1% | 1.9% | -5% | -2%
O=C(COC(=O)CN1C(=O)C2CCCCC2C1=O)Nc1ccc(S(=O)(=O)N2CCOCC2)cc1 (stereo not drawn) | -3% | -8% | 0.2% | -13% | -4%
O=C(CC1SC(N2CCCCC2)=NC1=O)Nc1cccc(C(=O)NCc2ccc(F)cc2)c1 (stereo not drawn) | . | . | 2.2% | . | 2%
Cc1c(-c2cc(Br)ccc2O)nc2cc3c(cc2c1C)OCO3 | -1% | -2% | 0.8% | 5% | -3%
CC(C)c1cc(C(=O)N2CCCC(N3CCN(c4ccc(F)cc4)CC3)C2)no1 (stereo not drawn) | 1% | 4% | 1.5% | 0% | 8%
N#Cc1c(/N=C/c2c(O)n(Cc3ccco3)c(=O)[nH]c2=O)sc2c1CCCC2 | -4% | -3% | 0.3% | 1% | 4%
CC1(C)Cc2c(C#N)c(NCCCO)nc(-c3ccccc3)c2CO1 | -11% | -8% | 7.6% | 1% | -11%
COc1cccc(CN2CC(C(=O)N(C)Cc3nc4ccc(F)cc4[nH]3)CCC2=O)c1 (stereo not drawn) | -10% | 2% | 3.4% | 11% | 8%
COC(=O)N(NC(=O)C(O)(CCC(C)C)CCC(C)C)c1ccccc1 | -8% | 3% | 0.7% | 10% | -5%
CN(C)CC(O)CN1C(=O)NC(C)(C)C1=O (stereo not drawn) | -9% | 1% | 0.3% | -6% | 3%
CC(C)(C)OC(=O)N(CCc1ccccc1)Cc1ccc(OCc2cccc(NC(=O)C3CC3)c2)cc1 | . | . | 4.3% | . | -11%
COc1ccc(N2CCN(CC(O)COCc3ccccc3)CC2)cc1 (stereo not drawn) | 11% | 4% | 0.4% | . | -6%
COCC(=O)Nc1cc(Cl)c(OC)cc1OC | 8% | -3% | 12% | 5% | 0%
COc1ccc(-n2nc(C(=O)NCC(=O)NCc3ccco3)c3ccccc3c2=O)cc1 | 1% | -8% | 1.2% | -8% | 1%
Cc1cccc(N2C(=O)NC(=O)/C(=C\c3cnn(-c4ccccc4)c3)C2=O)c1 | -3% | -6% | 6.9% | -17% | -2%
O=C(c1ccncc1)c1ccc(NC(=O)c2cccs2)cc1 | -1% | -3% | 0.7% | 41% | -3%
O=C(c1cccs1)N1CCc2c([nH]c3ccccc23)C1c1ccc(Cl)cc1 (stereo not drawn) | 3% | -3% | ? | 11% | 4%
CC(C)C[C@@H](CO)N1CCN(C)CCC1=O | 4% | -7% | 0.5% | -7% | 3% | VEEV TC-83 Vero 10K pilot screen=1.2
Cc1nnc(-c2cnn(-c3ccccc3)c2N)n1Cc1ccccc1 | 13% | -4% | i | 22% | 1%
Cn1c(C(N)=O)cnc1Sc1ncc(C(F)(F)F)cc1Cl | 1% | 0% | 1.3% | -15% | -15%
COC(=O)COc1ccc(-c2ccccc2)cc1C=O | -2% | 11µM* | 2.0% | 9µM* | 7%
COC1C(C)=C(C)C(=O)N1Cc1ccc(F)cc1 (stereo not drawn) | 10% | -3% | i | -5% | 18%
CNC1(C)[C@H]2CC[C@H](C2)C1(C)C (stereo partly drawn) | . | -4% | 1.3% | -3% | 1%
COc1ccccc1C(=O)COC(=O)Cc1ccccc1F | . | 7% | 0.5% | 52% | 1%
CCN(Cc1ccncc1)C(=S)Nc1ccc(Cl)cc1 | 7% | 0% | i | -1% | 2%
O=C(COC(=O)/C=C/c1ccco1)NCc1ccc(Cl)cc1 | . | -4% | 5.2% | . | -6%

Rows were taken by chance. Share with any hit: about 1.6%.
